MEX-5 binding = MEX-5 zinc finger RNA-binding disruptors – biochemical, C. elegans, fluorescence polarization, MLPCN library, primary screen. MEX-5/FITC-TCR2 RNA binding; hits give low values. hit rate 0.38% among 300,000. AID 1832, 2009. Zinc finger protein mex-5 (Caenorhabditis elegans), Q9XUB2. activity score (negative = inhibition of binding), % at 10 µM;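 active = inhibition past about -25% in most replicates, and total fluorescence under double the plate's negative control median, limit read from the data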;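 also: 0% = DMSO and -100% = 5 µM competing unlabeled TCR2 RNA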
Efflux pump inh = inhibitors of Candida efflux pumps in yeast, primary screen, S. cerevisiae, Nile Red, multiplex. hit rate 0.44% among 330,000. inhibition, % at 10 µM. S. cerevisiae Candida pump triplex;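 active = plate passing quality check with inhibition over a set limit, or well fluorescence over plate mean plus 4 SD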;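 also: Nile Red retained in pooled yeast measured as flow cytometry median fluorescence; 0% = buffer negative control and 100% = Enniatin B positive control; higher means more Nile Red kept so more efflux inhibition; some compounds called inactive have numbers as strong as hits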
Fam108B inh = mouse Fam108B serine hydrolase inhibitors, primary screen, counter-screen for RBBP9 inhibitor project, biochemical, fluorescence polarization; recombinant Fam108B, FP-Rh probe fluorescence polarization; inhibition, % at 9.51 µM; hit rate 0.33% among 300,000; AID 1947, 2009;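 active = inhibition above the screen mean inhibition plus 3 SD, computed separately per campaign, cut at about 18% in these data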;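 also: inhibitors lower polarization as less probe binds the enzyme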
MCL1-BIM inh = inhibitors of MCL1 binding to BIM-BH3, primary screen, biochemical, fluorescence polarization. GST-MCL1 / FITC-Bim-BH3 fluorescence polarization. inhibition, % at 10.9 µM. hit rate 0.68% among 320,000. AID 2057, 2009;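 active = inhibition above the mean inhibition of all tested compounds plus 3 SD, set per campaign, cut at about 40% in these data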;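 also: 0% = DMSO wells and 100% = unlabeled Bim-BH3 peptide control; higher means more loss of mP so more displacement of Bim peptide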
VLA-4 inh = inhibition in human VLA-4 binding assay, primary screen, VLA-4 allosteric modulator project, MLPCN library, flow cytometry, VLA-4 expressing cells. hit rate 0.2% among 330,000. AID 2557, 2010. ligand binding flow cytometry. inhibition, % (about 7 µM as worked out from the volumes in the protocol). Integrin alpha-4 (Homo sapiens), P13612; in the data active = inhibition above about 50%
Target sequence (P13612 whole entry, looked up): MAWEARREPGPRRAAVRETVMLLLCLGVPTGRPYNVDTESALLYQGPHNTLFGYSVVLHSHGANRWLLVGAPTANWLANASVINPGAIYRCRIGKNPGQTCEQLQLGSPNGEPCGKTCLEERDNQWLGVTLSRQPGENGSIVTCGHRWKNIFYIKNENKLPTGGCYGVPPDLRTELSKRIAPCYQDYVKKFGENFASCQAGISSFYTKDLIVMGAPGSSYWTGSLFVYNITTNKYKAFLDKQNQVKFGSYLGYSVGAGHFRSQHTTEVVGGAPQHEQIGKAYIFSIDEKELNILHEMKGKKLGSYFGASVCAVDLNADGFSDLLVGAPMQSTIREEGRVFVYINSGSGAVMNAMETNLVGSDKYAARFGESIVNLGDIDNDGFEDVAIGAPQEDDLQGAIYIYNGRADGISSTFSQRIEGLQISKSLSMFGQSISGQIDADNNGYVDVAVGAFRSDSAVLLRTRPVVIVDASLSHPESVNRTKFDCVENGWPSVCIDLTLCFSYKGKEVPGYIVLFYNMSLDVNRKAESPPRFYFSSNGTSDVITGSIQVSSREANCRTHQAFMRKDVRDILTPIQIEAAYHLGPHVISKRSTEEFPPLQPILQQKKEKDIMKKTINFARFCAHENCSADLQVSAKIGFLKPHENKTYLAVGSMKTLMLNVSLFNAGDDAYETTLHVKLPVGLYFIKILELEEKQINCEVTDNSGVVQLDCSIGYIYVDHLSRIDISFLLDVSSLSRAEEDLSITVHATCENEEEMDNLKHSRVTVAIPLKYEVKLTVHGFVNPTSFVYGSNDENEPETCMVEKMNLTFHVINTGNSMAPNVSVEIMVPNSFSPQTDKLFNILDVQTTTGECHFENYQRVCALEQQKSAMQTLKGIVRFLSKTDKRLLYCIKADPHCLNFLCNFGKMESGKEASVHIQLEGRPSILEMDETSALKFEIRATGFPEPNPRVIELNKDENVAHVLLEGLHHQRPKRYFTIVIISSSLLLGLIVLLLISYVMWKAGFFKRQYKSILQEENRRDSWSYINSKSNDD
GRK2 inh = compounds blocking aptamer binding on GRK2 – biochemical, human GRK2, bead flow cytometry, HTS, primary screen | AID 488847, 2010 | hit rate 0.59% among 330,000 | Beta-adrenergic receptor kinase 1 (Homo sapiens), P25098 | inhibition of aptamer binding, % at 10 µM | FAM-aptamer displacement from GRK2;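 active = inhibition of aptamer binding above 40%, roughly 3 SD of noise, on plates passing a quality check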;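 also: median bead fluorescence of bound FAM aptamer so fluorescent compounds give negative values; no value below 0 was filed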
GLD-1 RNA inh = GLD-1/TGE RNA complex disruptors, primary screen, biochemical, fluorescence polarization | purified GLD-1 + fluorescein TGE RNA | inhibition, % at 5.96 µM | hit rate 0.44% among 320,000 | AID 2280, 2010;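 active = percent inhibition above a per-plate cutoff, the plate mean of test compounds plus 3 SD, cut at about 30% in these data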;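 also: 0% = DMSO wells with GLD-1 and probe and 100% = wells lacking GLD-1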
PME-1 inh = PME-1 inhibitors via competitive probe labeling, primary screen, biochemical, fluorescence polarization, FP-Rh probe, HTS; AID 2130, 2009; recombinant PME-1; hit rate 0.53% among 320,000; Protein phosphatase methylesterase 1 (Homo sapiens), Q9Y570; inhibition, % at 5.9 µM;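 active = inhibition above the campaign mean of all compounds plus 3 SD, cut at about 26% in these data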;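 also: competitive labeling of PME-1 active site by serine hydrolase directed probe; 0% = PME-1 with DMSO and 100% = wells lacking PME-1 enzyme; inhibitors block probe labeling so polarization falls and inhibition rises; many of its hits are not listed in these tables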
Bcl-xL primary = inhibitors of human Bcl-xL, primary screen, biochemical, fluorescence polarization, HTS | GST-Bcl-xL / FITC-Bim BH3 peptide fluorescence polarization | inhibition, % at 10.9 µM | hit rate 0.7% among 320,000 | AID 2129, 2009;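 active = inhibition above the mean of all tested compounds plus 3 SD, cutoff set per campaign, cut at about 30% in these data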;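 also: 0% = DMSO wells and 100% = unlabeled Bim-BH3 peptide competitor; inhibitors lower millipolarization by displacing the labeled peptide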
The depositor's hits bear a star; / = not tested or not shown.

Field names: A = MEX-5 binding; B = Efflux pump inh; C = Fam108B inh; D = MCL1-BIM inh; E = VLA-4 inh; F = GRK2 inh; G = GLD-1 RNA inh; H = PME-1 inh; I = Bcl-xL primary
COc1ccccc1NC(=S)NNC(=O)c1ccncc1
  A = 1.8 | B = 0.0 | C = 2 | D = 20 | E = -1 | F = 9 | G = -2 | H = 5 | I = 13

Oc1ccc2ccccc2c1CNn1cnnc1
  A = 1.8 | B = 0.0 | C = -2 | D = 3 | E = 20 | F = 1 | G = 2 | H = -4 | I = 2

O=c1[nH]nc(-c2ccc(F)cc2)cc1-c1ccccc1
  A = -1.6 | B = 0.3 | C = / | D = / | E = -7 | F = 0 | G = / | H = / | I = /

O=C(NN1C(=O)C2C3C=CC(C4CC34)C2C1=O)c1cccc(Br)c1 (stereo unspecified)
  A = 1.5 | B = -0.1 | C = 1 | D = -5 | E = 8 | F = 0 | G = 5 | H = -2 | I = 0

COc1cccc(-c2cc(C(=O)NC3CCCCC3)no2)c1
  A = -1.4 | B = -0.1 | C = -1 | D = 4 | E = 5 | F = 0 | G = 5 | H = 0 | I = 2

COc1ccccc1NC(=O)C1(c2ccccc2)CCCC1
  A = 1.5 | B = -0.2 | C = 5 | D = 0 | E = 0 | F = 2 | G = 13 | H = -4 | I = -1

CCc1noc(C)c1C(=O)Nc1nc2c(C)cc(C)cc2s1
  A = 1.3 | B = 0.1 | C = -2 | D = -14 | E = 4 | F = 1 | G = -2 | H = -6 | I = -3

CCCCn1cc2c(c1-c1cccc(C)c1)c(=O)n(C)c(=O)n2C
  A = 3.4 | B = -0.1 | C = 1 | D = -4 | E = -13 | F = 2 | G = -5 | H = 8 | I = -6

O=C(CSc1ncnc2ccccc12)c1cccs1
  A = 0.4 | B = -0.1 | C = -4 | D = 4 | E = 8 | F = 3 | G = -1 | H = 1 | I = 5

Cc1ccc(Cc2c[nH]c(=S)s2)cc1
  A = 0.1 | B = -0.1 | C = 0 | D = 8 | E = 13 | F = 0 | G = 4 | H = -5 | I = 12

CSc1nc(-c2ccco2)nn1S(C)(=O)=O
  A = -3.6 | B = 0.1 | C = 3 | D = -10 | E = 10 | F = 1 | G = -13 | H = -5 | I = -1

CCOC(=O)N1CCC(n2c(SCC(=O)NCCC3=CCCCC3)nc3ccccc3c2=O)CC1
  A = 2.1 | B = 0.2 | C = 1 | D = -3 | E = 13 | F = 4 | G = 9 | H = 8 | I = 0

O=[N+]([O-])c1ccc(Nc2ccccc2O)c2nonc12
  A = -36* | B = 0.3 | C = / | D = / | E = -13 | F = 2 | G = / | H = / | I = /

CCn1ncc(C2=NOC(C(=O)Nc3ccc(C)cc3)C2)c1C (stereo unspecified)
  A = -2.8 | B = 0.1 | C = 5 | D = 1 | E = -5 | F = 2 | G = -8 | H = 1 | I = 3

O=C(N/N=C/c1cc2c(cc1Br)OCO2)c1cccnc1
  A = 1.4 | B = 0.0 | C = 3 | D = -2 | E = 16 | F = 2 | G = -5 | H = 2 | I = 6

Some entries already given with just PME-1 inh:
Structure,PME-1 inh
COc1cccc(-c2cc(C(=O)NC3CCCCC3)no2)c1,0
CCc1noc(C)c1C(=O)Nc1nc2c(C)cc(C)cc2s1,-6
Cc1ccc(Cc2c[nH]c(=S)s2)cc1,-5
O=C(CSc1ncnc2ccccc12)c1cccs1,1
O=C(N/N=C/c1cc2c(cc1Br)OCO2)c1cccnc1,2

Remaining list, next part
Field names: A = MEX-5 binding; B = Efflux pump inh; C = Fam108B inh; D = MCL1-BIM inh; E = VLA-4 inh; F = GRK2 inh; G = GLD-1 RNA inh; H = PME-1 inh; I = Bcl-xL primary
Cc1cccc(-n2c(O)c(C=NC3CCS(=O)(=O)C3)c3ccccc3c2=O)c1 (stereo unspecified)
  A = 0.7 | B = 0.0 | C = -2 | D = 10 | E = 20 | F = 0 | G = 1 | H = -2 | I = 1

NC(=O)COc1ccc(/C=N/NC(=O)C2CCCN2S(=O)(=O)c2ccc(Cl)cc2)cc1 (stereo unspecified)
  A = 2.7 | B = 0.1 | C = 1 | D = 3 | E = 1 | F = 0 | G = -6 | H = -1 | I = 3

COc1cc(NC(=O)CSc2nnc(-c3cc(C)on3)o2)cc(OC)c1
  A = -1.0 | B = 0.3 | C = -1 | D = -6 | E = -3 | F = 1 | G = 2 | H = -7 | I = 0

CCCCn1c(-c2ccc([N+](=O)[O-])cc2)n[nH]c1=S
  A = -0.4 | B = 0.1 | C = 2 | D = -16 | E = 1 | F = 2 | G = 6 | H = 8 | I = -19

O=C(CSc1ncnc2c1cnn2-c1ccc(F)cc1)NCC1CCCO1 (stereo unspecified)
  A = 0.3 | B = -0.1 | C = 0 | D = 12 | E = 4 | F = 3 | G = 3 | H = 0 | I = 9

Clc1cccc(C2CCN(Cc3nc(COc4ccccc4)no3)C2)c1 (stereo unspecified)
  A = 0.9 | B = 0.1 | C = -5 | D = 3 | E = -2 | F = 0 | G = 1 | H = 3 | I = 7

Cc1ccc(C(=O)COC(=O)c2cnccn2)cc1C
  A = 1.0 | B = 0.0 | C = 2 | D = 0 | E = -5 | F = 1 | G = 4 | H = -6 | I = 2

O=C(O)c1cccc(NS(=O)(=O)c2ccc(Oc3ccc(S(=O)(=O)Nc4cccc(C(=O)O)c4)cc3)cc2)c1
  A = -0.7 | B = 0.0 | C = 4 | D = 2 | E = -1 | F = 4 | G = 5 | H = 1 | I = 7

N#CCOc1coc(CN2CCN(c3ccccc3)CC2)cc1=O
  A = -4.7 | B = 0.1 | C = 1 | D = 3 | E = -2 | F = 0 | G = 6 | H = -2 | I = 8

O=C(Nc1cccc(-c2cccc(Cl)c2)c1)C1CCN(Cc2ccccn2)CC1
  A = -2.5 | B = -0.2 | C = -1 | D = 1 | E = -5 | F = 0 | G = 0 | H = 2 | I = -1

O=C(CCn1c(=O)c2sccc2n(CC(=O)NCc2ccco2)c1=O)NCc1ccccc1
  A = -0.7 | B = -0.1 | C = -2 | D = 0 | E = 11 | F = 4 | G = 4 | H = 10 | I = 0

CCCOc1ccc(C(C)=O)cc1Cc1c(O)nc(SC)[nH]c1=O
  A = 1.2 | B = 0.0 | C = 4 | D = 12 | E = 7 | F = 3 | G = 0 | H = -5 | I = 3

CSc1ccccc1NC(=O)CNCCCN1CCOCC1
  A = 0.0 | B = 0.5 | C = 4 | D = -4 | E = -1 | F = 1 | G = 3 | H = -11 | I = 2

CCOC(=O)c1[nH]c(Cc2[nH]c(C(=O)OCC)c(C)c2CCC(=O)OC)c(CCC(=O)OC)c1C
  A = 0.1 | B = -0.3 | C = 0 | D = 6 | E = -3 | F = 0 | G = 1 | H = 5 | I = 5

3 entries out of the list, sorted by formula weight, low to high:
Field names: A = MEX-5 binding; B = Efflux pump inh; C = Fam108B inh; D = MCL1-BIM inh; E = VLA-4 inh; F = GRK2 inh; G = GLD-1 RNA inh; H = PME-1 inh; I = Bcl-xL primary
N#CCOc1coc(CN2CCN(c3ccccc3)CC2)cc1=O
  A = -4.7 | B = 0.1 | C = 1 | D = 3 | E = -2 | F = 0 | G = 6 | H = -2 | I = 8

CCCOc1ccc(C(C)=O)cc1Cc1c(O)nc(SC)[nH]c1=O
  A = 1.2 | B = 0.0 | C = 4 | D = 12 | E = 7 | F = 3 | G = 0 | H = -5 | I = 3

O=C(CCn1c(=O)c2sccc2n(CC(=O)NCc2ccco2)c1=O)NCc1ccccc1
  A = -0.7 | B = -0.1 | C = -2 | D = 0 | E = 11 | F = 4 | G = 4 | H = 10 | I = 0

Assay outcomes: PubChem BioAssay, several laboratories

An excerpt, so the mix of outcomes need not match the whole.
